# From PubChem BioAssay
# EPAC1 antagonist – blocks human EPAC1 exchange factor | O95398 | EPAC1 GEF assay, Rap1b-BODIPY-GDP exchange fluorescence | Potency, µM (series often up to 115 µM), for the others: at the top dose activity change, negative = inhibition, most hits filed as inhibitors | 0.14% of 360,000 active | AID 720709;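 also: potency is read from the fitted curve at half-maximal effect; plate controls were vehicle for no effect and positive control for full effect; nearly all actives have a fitted effect of over 50% in size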
# Target sequence (O95398 whole entry, looked up): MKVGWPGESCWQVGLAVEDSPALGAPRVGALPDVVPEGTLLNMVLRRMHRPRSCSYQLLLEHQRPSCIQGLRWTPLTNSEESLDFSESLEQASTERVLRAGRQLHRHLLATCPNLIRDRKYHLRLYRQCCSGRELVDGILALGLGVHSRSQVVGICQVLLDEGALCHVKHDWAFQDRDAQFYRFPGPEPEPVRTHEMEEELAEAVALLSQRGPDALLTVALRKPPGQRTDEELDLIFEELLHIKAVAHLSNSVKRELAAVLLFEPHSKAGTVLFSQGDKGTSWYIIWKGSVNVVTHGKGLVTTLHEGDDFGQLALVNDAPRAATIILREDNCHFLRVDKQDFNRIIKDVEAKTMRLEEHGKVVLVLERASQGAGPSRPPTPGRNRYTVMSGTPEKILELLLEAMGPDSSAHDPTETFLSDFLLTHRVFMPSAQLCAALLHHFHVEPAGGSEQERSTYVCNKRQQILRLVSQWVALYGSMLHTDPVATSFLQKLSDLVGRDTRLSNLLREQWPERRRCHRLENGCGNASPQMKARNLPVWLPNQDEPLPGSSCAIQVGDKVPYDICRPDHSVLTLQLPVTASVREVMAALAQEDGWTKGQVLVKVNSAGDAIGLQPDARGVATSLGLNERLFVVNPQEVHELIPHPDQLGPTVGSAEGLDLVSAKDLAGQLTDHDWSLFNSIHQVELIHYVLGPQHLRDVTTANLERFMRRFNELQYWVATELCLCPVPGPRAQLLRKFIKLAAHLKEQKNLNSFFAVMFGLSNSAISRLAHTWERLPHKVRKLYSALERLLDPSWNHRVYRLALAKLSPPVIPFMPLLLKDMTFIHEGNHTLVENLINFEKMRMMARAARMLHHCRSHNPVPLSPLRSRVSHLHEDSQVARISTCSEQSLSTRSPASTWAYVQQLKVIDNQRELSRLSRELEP
# PI5P4K alpha inh – PI5P4K alpha (human) kinase inhibition. AID 652105. max response, %. 1.2% of 330,000 active. PI5P4Kalpha enzyme, ADP-Glo luminescence, 60 min; active compounds read low; active = max response of -50% or lower; inconclusive = between -30% and -50%; inactive = -30% or higher; also: value at the top dose of about 77 µM; % is scaled to controls: 0 for no effect and ±100 for the full control effect
#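 ADP-Glo luminescence end-point after a 60 min room-temperature kinase reaction. PI5P4Kalpha and substrate in HEPES pH 7.4 buffer with EGTA, 0.1% CHAPS and 5% DMSO; ATP at 5 microM final.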
# PLK1 PBD inh – PLK1 (human) polo-box domain binding inhibition. P53350. Plk1 PBD binding of FITC phosphopeptide, fluorescence polarization. Potency, µM, for the others: max response, negative = inhibition, usual class: inhibitors. 2.8% of 360,000 active; also: potency is read from the fitted curve at half-maximal effect; series mostly up to about 57 µM; % is scaled to controls: 0 for no effect and ±100 for the full control effect; nearly all actives have a fitted effect of over 65% in size
# IL-2 act – activators of IL-2; IL-2 activation reporter assay, cell-based qHTS; stimulated with anti-CD3/CD4/CD28 beads; in transgenic mouse T cells; 0.065% of 360,000 active; AID 652025; activation, % (series mostly up to about 46 µM); in the data active = activation above about 50%; inconclusive = mostly about 30% to 49%; also: 0% is about no effect
#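 Screening format: compound pinned onto unstimulated transgenic mouse T cells, 60 min incubation, then anti-CD3/anti-CD4/anti-CD28 bead stimulation for 18 hours at 37 degrees C, followed by EGFP and DsRed detection.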
# FUS yeast rescue – suppressors of FUS proteinopathy in yeast | S. cerevisiae FUS-expressing, growth rescue, OD600, 24 h | Potency, µM (titrated, usually from 76.6 µM), for inactives: top-dose growth rescue (activation), actives largely listed as activators | 0.24% of 390,000 active | AID 1347120;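 also: potency is read from the fitted curve at half-maximal effect; plate controls were DMSO vehicle for no effect and reference control for full effect; nearly all actives have a fitted effect of over 55% in size; some results filed as inactive show a strong effect at the top dose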
#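 Quantitative HTS measuring growth restoration of FUS-toxic yeast. Galactose-induced cells (OD 0.005) were exposed 24hr at 30C to compounds at several concentrations, then absorbance at 600 nm was recorded.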
# Abeta rescue – A-beta toxicity reversal in yeast; yeast expressing A-beta42, growth rescue, OD600, 48 h; response scale: 0% DMSO, 100% iron-clioquinol control; Potency, µM (doses to about 46.1 µM), for inactives: top-dose growth rescue, actives largely listed as activators; 0.063% of 410,000 active; also: potency is read from the fitted curve at half-maximal effect; nearly all actives have a fitted effect of over 55% in size
#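 Growth rescue measured by 600 nm absorbance after 48 h yeast culture at 30 C with compound. Values normalized between DMSO and an equimolar ferric chloride plus clioquinol control.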
# EPAC1 ag – activates human EPAC1 exchange factor; O95398; 0.073% of 360,000 active; Potency, µM (titrated, usually from 154 µM), without a hit: top-dose activation, most hits filed as activators; AID 720707; EPAC1 agonist qHTS, biochemical assay; response scale: 100% = response to 6.5 mM cAMP; also: potency is read from the fitted curve at half-maximal effect; nearly all actives have a fitted effect of over 60% in size
#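 EPAC1 100 nM, Rap1B–BODIPY-GDP 250 nM, unlabeled GDP 50 uM; compound titration; 5 min RT; kinetic read ex480/em540 at 5-min intervals ×30 min; data normalized to 6.5 mM cAMP agonist control.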
# WRN inhibitor – WRN helicase (human) inhibition; WRN helicase unwinding, fluorescent forked duplex, kinetic; Potency, µM (series often up to 114 µM), for inactives: at the top dose activity change, negative = inhibition, actives largely listed as inhibitors; 0.46% of 360,000 active; also: potency is read from the fitted curve at half-maximal effect; % is scaled to controls: 0 for no effect and ±100 for the full control effect; nearly all actives have a fitted effect of over 55% in size
#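 Fluorescence dequenching readout, ex 525 nm/em 598 nm, kinetic mode: forked duplex DNA (100 nM final) with adjacent fluorophore and quencher unwound by WRN (20 nM final) with 2 mM ATP. Compound preincubation 15 min, room temperature.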
# aSyn yeast inh – rescues yeast growth from alpha-synuclein toxicity; Yeast expressing alpha-synuclein, growth rescue, BacTiter-Glo, 24 h; Potency, µM (series often up to 46.1 µM), inactives show at the highest dose growth rescue (activation), actives largely listed as activators; AID 652106; 0.14% of 370,000 active; also: potency is read from the fitted curve at half-maximal effect; % of control where 0% means no effect; nearly all actives have a fitted effect of over 65% in size
#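 Readout is rescue of growth in alpha-synuclein-expressing yeast, so inhibitors of toxicity appear as activators. Growth after 24 hr at 30 deg C in galactose medium is quantified by luminescence.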
# Active calls of the source: *; ? = inconclusive; nt = no result given; & = joins results of further samples; [ ] = dose if it differs, or a comment. Unless noted, calls follow the shape of the dose curve; as a rule, active = well fitted curve in the direction sought with a large enough effect; inconclusive = small, poorly fitted or top-dose-only effect, or another doubt; inactive = no such curve, though single readings can be large; an effect the other way counts as inactive or inconclusive.
[1] Cn1nccc1-c1coc2c(C(=O)N3CCOCC3)cccc12
[2] COc1ccc(OC)c(-n2cc3c(=O)n(C)c(=O)n(C)c3c2)c1
[3] COc1ccc(Br)c(C(=O)OCc2cc(=O)oc3cc(C)ccc23)c1
[4] CC1(C)CC(NC(=O)c2ccccc2)CC(C)(C)N1
[5] COC(=O)c1ccc2c(CCO)c[nH]c2c1
[6] CN1CCN(S(=O)(=O)c2ccc(NC(=O)c3ccc(Br)s3)cc2)CC1
[7] C[C@@]12C(=O)N(CCc3c[nH]c4ccccc34)CC(=O)N1[C@H]1c3ccccc3OC[C@@H]1[C@@H]2c1ccccc1
[8] Cc1cc(NC(=O)COC(=O)c2ccc(C)c(C)c2)no1
assay / entry	1	2	3	4	5	6	7	8
EPAC1 antagonist	-1%	-23%	4%	-2%	5%	-8%	-11%	5%
PI5P4K alpha inh	0	2	-10	-1	8	nt	-3	6
PLK1 PBD inh	-4%	-15%	-2%	9%	-6%	2%	2%	0%
IL-2 act	0.2	-0.9	1.5	3.0	-0.3	-1.0	-2.6	0.8
FUS yeast rescue	-12%	18%	-3%	9%	-11%	5%	?	-1%
Abeta rescue	-17%	-12%	-12%	-8%	-9%	12%	10%	5%
EPAC1 ag	0%	3%	13%	-7%	2%	6%	-7%	10%
WRN inhibitor	1%	-10%	8%	-7%	5%	-19%	-5%	-21%
aSyn yeast inh	?	2%	-3%	1%	0%	1%	8%	7%

[9] CCc1c(C)sc2nc(C(C)C)nc(SCC(=O)N3CCc4ccccc4C3)c12
[10] CCCc1nc2c(C)cc(-c3nc4ccccc4n3C)cc2n1Cc1ccc(-c2ccccc2C(=O)O)cc1
[11] CN1CCC(N(C)S(=O)(=O)c2ccc(NC(=O)COc3ccc(F)cc3)cc2)CC1
[12] CCOC(=O)c1c(C)c(C(=O)NC(C)COC)c(C)n1CC (stereo not drawn)
[13] CN(C)c1ccc(P(=O)(Nc2ccc([N+](=O)[O-])cc2)N2CCOCC2)c(NC(=O)c2cccs2)c1 (stereo not drawn)
[14] Cc1cc2oc(=O)cc(CN3CCC(C)CC3)c2cc1C
[15] O=C(COC(=O)CC1CCCC1)Nc1ccc(Cl)cn1
[16] Cc1ccccc1OCc1nnc(SCC(=O)O)n1-c1cccc(Cl)c1
assay / entry	9	10	11	12	13	14	15	16
EPAC1 antagonist	-4%	-2%	4%	12%	-1%	6%	-3%	-28%
PI5P4K alpha inh	nt	10	-5	nt	0	1	-3	-53*
PLK1 PBD inh	0%	-14%	-4%	-1%	-11%	1%	1%	-19%
IL-2 act	-0.3	0.1	-3.6	-0.8	-2.4	-3.0	-0.5	-0.5
FUS yeast rescue	-12%	-14%	0%	33%	13%	2%	nt	-17%
Abeta rescue	12%	-1%	8%	-21%	-3%	-15%	13%	6%
EPAC1 ag	-3%	13%	8%	-1%	13%	10%	-6%	5%
WRN inhibitor	-5%	-9%	0%	9%	-32%[57.1 µM]	-2%	3%	-3%
aSyn yeast inh	20%	0%	-3%	0%	-5%	-7%	5%	2%

# Part of the list above, showing only EPAC1 antagonist and aSyn yeast inh:
item | mol | EPAC1 antagonist | aSyn yeast inh
9 | CCc1c(C)sc2nc(C(C)C)nc(SCC(=O)N3CCc4ccccc4C3)c12 | -4% | 20%
10 | CCCc1nc2c(C)cc(-c3nc4ccccc4n3C)cc2n1Cc1ccc(-c2ccccc2C(=O)O)cc1 | -2% | 0%
11 | CN1CCC(N(C)S(=O)(=O)c2ccc(NC(=O)COc3ccc(F)cc3)cc2)CC1 | 4% | -3%

# Additional results:
[17] CC1Cc2ccccc2N1C(=O)c1cc2c(=O)n3ccccc3nc2n1C (stereo not drawn)
[18] Cn1c(CCNC(=O)c2ccccc2Cl)n[nH]c1=S
[19] COc1ccc(C(CCNC(C)c2ccccc2)C(C)C)cc1 (stereo not drawn)
[20] O=C(COC(=O)CCCNC(=O)c1ccc(Cl)cc1)Nc1cc(Cl)ccc1Cl
[21] COc1cc(NC(=O)c2ccccc2)c(OC)cc1NC(=O)Cc1ccccc1
[22] CCOc1ccc(C(=O)/C=C/c2ccccc2C(F)(F)F)cc1
[23] Clc1cccc(OCCN2CCNCC2)c1
[24] CC1CCN(CC[C@H]2CCCN2S(=O)(=O)c2cccc(O)c2)CC1
assay / entry	17	18	19	20	21	22	23	24
EPAC1 antagonist	-5%	-15%	-1%	7%	-2%	11%	-11%	8%
PI5P4K alpha inh	0	8	0	11	3	nt	-3	4
PLK1 PBD inh	-7%	-9%	-7%	3%	-3%	0%	-13%	3%
IL-2 act	-0.2	1.5	-2.3	-0.5	-0.5	0.9	-0.8	-0.1
FUS yeast rescue	-1%	21%	9%	-10%	31%	-8%	-21%	-41%
Abeta rescue	-8%	0%	5%	17%	25%	-1%	-6%	-19%
EPAC1 ag	-6%	9%	9%	-8%	5%	-3%	-5%	0%
WRN inhibitor	2%	-7%	5%	-25%[57.1 µM]	1%	0%	6%	3%
aSyn yeast inh	-18%	-1%	-4%	-4%	-11%	-7%	1%	0%&4%

[25] CCc1n[nH]c(=S)n1N=C1CCC(C)CC1 (stereo not drawn)
[26] CCn1c(SCC(=O)N2CC(C)OC(C)C2)nc2c([nH]c3ccccc32)c1=O (stereo not drawn)
[27] O=C(Cc1ccc(-n2cnnn2)cc1)NC12CC3CC(CC(C3)C1)C2
[28] CCOCC(O)CNC(=O)c1ccc(OC2CCN(C(=O)c3cccnc3)CC2)cc1 (stereo not drawn)
[29] Cc1nn(CC2CC2)c(=O)n1-c1ccc(C(C)C)cc1
[30] O=C(c1cc(C2CC2)on1)N1CCCC(N2CCN(c3ccc(F)cc3)CC2)C1 (stereo not drawn)
[31] Cc1cc(C)cc(N2CC(c3nc4ccccc4n3C)CC2=O)c1 (stereo not drawn)
[32] CCOC(=O)c1ccc(NS(=O)(=O)c2ccc3c(c2)CCCN3C(C)=O)cc1
assay / entry	25	26	27	28	29	30	31	32
EPAC1 antagonist	-3%	-12%	6%	-3%	14%	14%	2%	-1%
PI5P4K alpha inh	8	-1	-4	2	-1	1	-11	2
PLK1 PBD inh	-2%	-1%	-8%	3%	-12%	-16%	-9%	-7%
IL-2 act	-0.8	-3.2	-0.3	0.8	-2.6	-1.0	-2.1	-0.5
FUS yeast rescue	-22%	-1%	12%	14%	-2%	-9%	-17%	23%
Abeta rescue	-16%	13%	12%	7%	8%	-5%	-19%	0%
EPAC1 ag	7%	-11%	-1%	-2%	10%	-5%	16%	-10%
WRN inhibitor	6%	-22%	9%	-2%	-35%	5%	1%	9%[57.1 µM]
aSyn yeast inh	-10%	-1%	14%	-3%	7%	-1%	5%	3%

[33] COc1ccc(NC(=O)c2c(-c3c(Cl)cccc3Cl)noc2C)cn1
[34] Cn1nnc(NC(=S)NC(=O)c2ccccc2)n1
[35] COc1ccc(S(=O)(=O)N(C)CC(=O)Nc2ccccc2SC)cc1
[36] O=C(/C=C/c1cccc([N+](=O)[O-])c1)Nc1cccc(NC(=O)c2ccco2)c1
[37] O=C(CSc1ncc(-c2ccccc2)[nH]1)Nc1ccccc1
[38] CC(NC(=O)CCCCCCN1C(=O)c2ccccc2C1=O)c1ccc2c(c1)CCCC2 (stereo not drawn)
[39] CCCCn1c(N)c(N(CCOC)C(=O)C2CC(=O)N(c3cccc(SC)c3)C2)c(=O)[nH]c1=O (stereo not drawn)
[40] CCNC(=O)C(=O)N/N=C/c1cc([N+](=O)[O-])ccc1O
assay / entry	33	34	35	36	37	38	39	40
EPAC1 antagonist	3%	16%	2%	-27%	6%	-1%	11%	-20%
PI5P4K alpha inh	4	8	9	0	nt	2	-1	3
PLK1 PBD inh	10%	?	-8%	-4%	0%	3%	0%	1%
IL-2 act	-2.2	-0.7	3.9	-1.6	0.7	-5.1	-3.5	-0.8
FUS yeast rescue	nt	-7%	2%	nt	4%&-5%	nt	-2%	-15%
Abeta rescue	-8%	7%	-13%	9%	4%&3%	-5%	-6%	-1%
EPAC1 ag	-7%	4%	4%	-9%	1%	-3%	-1%	-12%
WRN inhibitor	-16%	-7%	-4%	-20%	-6%	-3%	16%	1%
aSyn yeast inh	2%	-4%	2%	-2%	-5%	-16%	4%	?

[41] Cc1cc(N=NC(=O)c2ccccc2O)c2ccccc2c1O
[42] COc1ccc(OC)c(/C=C/C(=O)OCC(=O)NCc2cccs2)c1
[43] COc1c2c(cc3c1C(CC(O)Cc1ccccc1)N(C)CC3)OCO2 (stereo not drawn)
[44] CSc1ccccc1C(=O)Nc1cc2c(cc1C(=O)O)OCCCO2
[45] Cc1cccc(NC(=O)c2nc[nH]c2C(=O)N[C@@H](CCCCNC(=O)OC(C)(C)C)C(=O)OC(C)(C)C)c1
[46] C/C(=N\Nc1cc(N2CCOCC2)ncn1)c1ccccc1
[47] Cc1c(Cl)cccc1NC(=S)N1CCCN(Cc2ccc(F)cc2)C1
[48] Cc1cc(C)c2nc(NC(=O)c3ccc(OCC4CCCO4)cc3)sc2c1 (stereo not drawn)
assay / entry	41	42	43	44	45	46	47	48
EPAC1 antagonist	-14%	9%	-19%	-11%	-27%	-3%	-18%	-11%
PI5P4K alpha inh	-21	4	5	-1	-2	-24	8	-2
PLK1 PBD inh	27µM*	-3%	-10%	30µM*	3%	-4%	-2%	-1%
IL-2 act	-1.7	-3.7	0.0	-1.0	-3.6	-2.4	-0.3	1.1
FUS yeast rescue	6%	nt	23%	-20%	?	-27%	?	-4%
Abeta rescue	8%	-5%	-7%	-14%	4%	-23%	5%	-12%
EPAC1 ag	-1%	6%	4%	-7%	-21%	-2%	6%	7%
WRN inhibitor	-29%	-2%	-13%	-4%	-15%	-4%	-25%	-4%
aSyn yeast inh	4%	3%	-5%	-8%	2%	5%	4%	3%
